UBC13 inh – human UBC13 polyubiquitination inhibition; UBC13 polyubiquitin chain formation, TR-FRET; 0.47% of 330,000 active; AID 485273; inhibition, % at 20 µM; P61088; in the data active = inhibition above about 45%, passing the limit was not always enough
Gli-Sufu block – blocks Gli-Sufu signaling in a luciferase reporter. Sufu-KO-LIGHT fibroblasts, Gli luciferase reporter luminescence. inhibition, % at 5 µM. 0.74% of 340,000 active. AID 588413;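 active = inhibition above about 55%, limit read from the data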;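 also: 0% = DMSO-treated cells and 100% = wells with medium but no cells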
Jurkat NFkB inh – inhibitors of the PMA/ionomycin-induced NF-kB reporter in Jurkat cells. PMA/ionomycin-induced NF-kB luciferase reporter, luminescence. inhibition, % at 4 µM. 0.53% of 330,000 active. AID 435003
697 NFkB inh – lowers PMA/ionomycin-induced NF-kB signal in 697 B cells; inhibition, % at 4 µM; AID 435022; 697 B-cell NF-kB luciferase reporter, 16 h; 0.33% of 330,000 active; in the data active = inhibition above about 35%
CCR6 antagonist – antagonists of human CCR6 receptor. P51684. CHO-K1 CCR6 PathHunter beta-arrestin, luminescence, CCL20-stimulated. inhibition, % at 20 µM. 0.49% of 340,000 active. AID 493098;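 active = compounds whose inhibition of the agonist-driven luminescence signal at 20 µM reaches about 50%, limit read from the data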;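 also: cells stimulated with CCL20 at 14 nM final; plate controls were DMSO with CCL20 for no effect and DMSO without agonist for full effect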
Target sequence (P51684 whole entry, looked up): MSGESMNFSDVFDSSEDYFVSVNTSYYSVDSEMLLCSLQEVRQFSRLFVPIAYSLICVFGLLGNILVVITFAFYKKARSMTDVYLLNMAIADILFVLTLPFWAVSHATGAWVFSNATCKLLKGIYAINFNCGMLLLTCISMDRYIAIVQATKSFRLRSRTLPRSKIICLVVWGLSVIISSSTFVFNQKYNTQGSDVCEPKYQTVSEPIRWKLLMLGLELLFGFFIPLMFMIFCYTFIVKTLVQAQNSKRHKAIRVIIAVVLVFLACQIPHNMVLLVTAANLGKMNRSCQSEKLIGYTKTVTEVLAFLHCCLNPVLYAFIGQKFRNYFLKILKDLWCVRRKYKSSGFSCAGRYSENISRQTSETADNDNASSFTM
SENP8 block – blocks the human protease SENP8. purified SENP8, Z-RLRGG-aminoluciferin cleavage, luminescence. inhibition, % at 10 µM. 1.2% of 330,000 active
Target sequence (Q96LD8 whole entry, looked up): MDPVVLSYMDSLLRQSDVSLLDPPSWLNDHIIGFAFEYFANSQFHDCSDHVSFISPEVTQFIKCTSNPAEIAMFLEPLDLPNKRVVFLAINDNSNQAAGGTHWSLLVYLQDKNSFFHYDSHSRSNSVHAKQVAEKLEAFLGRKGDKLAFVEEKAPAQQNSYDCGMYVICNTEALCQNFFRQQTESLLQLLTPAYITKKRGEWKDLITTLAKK
Apaf-1 inh – human Apaf-1 inhibition; reconstituted apoptosome caspase-3 activity, DEVD-Rh110 fluorescence; inhibition, % at 20 µM; 0.71% of 330,000 active; AID 489030; active = inhibition of at least 40% at 20 µM;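 also: plate controls were DMSO wells for no effect and DEVD-CHO caspase inhibitor wells for full effect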
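Material: biochemical Apaf-1 apoptosome reconstitution. Medium: Hepes buffer, pH 7.5. Also added: cytochrome c activation, bis-DEVD rhodamine 110 substrate. Timing: 30 min compound preincubation, 50 min activation, room temperature. Measured by: rhodamine 110 fluorescence at Ex 480/Em 540 nm.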
EBI2 block – antagonists of human EBI2 receptor | P32249 | EBI2 beta-arrestin recruitment, luminescence, 7a,25-OHC stimulated | inhibition, % at 5 µM | 0.81% of 360,000 active | AID 651636; in the data active = inhibition above about 38%;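 also: enzyme fragment complementation signal reports receptor beta-arrestin coupling in cells; 0% = agonist plus DMSO wells and 100% = wells without agonist; some results beyond the cut were filed as inactive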
Target sequence (P32249 whole entry, looked up, the tested form may be a part): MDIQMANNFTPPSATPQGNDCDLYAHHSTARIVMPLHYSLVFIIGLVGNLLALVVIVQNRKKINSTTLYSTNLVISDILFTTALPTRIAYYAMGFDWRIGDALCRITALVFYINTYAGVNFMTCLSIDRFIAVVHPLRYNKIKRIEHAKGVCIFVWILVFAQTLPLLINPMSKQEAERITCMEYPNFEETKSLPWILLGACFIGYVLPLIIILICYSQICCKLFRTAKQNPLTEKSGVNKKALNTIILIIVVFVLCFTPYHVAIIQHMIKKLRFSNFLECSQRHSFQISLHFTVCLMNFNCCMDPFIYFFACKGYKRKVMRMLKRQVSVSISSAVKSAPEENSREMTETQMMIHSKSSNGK
Starred values were filed as active, the others as inactive. Rule as the data show it, unless noted: active = inhibition above about 50%; inactive = the rest.

SMILES,UBC13 inh,Gli-Sufu block,Jurkat NFkB inh,697 NFkB inh,CCR6 antagonist,SENP8 block,Apaf-1 inh,EBI2 block
CC(C)(C)c1ccc(OCCOc2ccc(C(C)(C)C)cc2NC=O)c(NC=O)c1,-4,9,-13,-64,9,-6,41*,14
O=C(CN(c1ccc2c(c1)OCCO2)S(=O)(=O)c1ccccc1)N1CCN(Cc2ccccc2)CC1,-6,6,14,-9,-9,-6,10,-2
CS(=O)(=O)c1ccc(C(=O)OCC(=O)N(CCc2ccccc2)Cc2ccccc2)cc1,2,-12,-8,7,11,4,23,4
O=C(COc1ccccc1-c1ccccc1)Nc1ccc(S(=O)(=O)NCc2ccco2)cc1,-4,-1,7,-64,13,3,1,15
C#CCSc1nnc(-c2ccc(OC)cc2)o1,1,-78,-49,-123,8,-3,-3,-6
Cc1c(C(=O)O)nnn1-c1nonc1N,6,-1,-12,8,-18,-2,1,-6
O=C(CN1CCN(c2ccc([N+](=O)[O-])cc2)CC1)Nc1nccs1,-31,5,1,-66,7,-11,6,-3
Cc1cc(C(=O)NC2CCCc3c2cnn3-c2ccccc2F)nc(C)n1 (stereo unspecified),-3,-2,10,-5,-17,-9,6,-13
N#Cc1cc(-c2ccccc2)[nH]c1-c1nccc2ccccc12,6,9,-31,-44,9,0,20,15
O=C(c1cccnc1)c1ncc(C(F)(F)F)cc1Cl,4,-10,9,12,4,1,-2,-2
CCn1c(=NC(=O)CCS(=O)(=O)c2ccccc2)sc2cccc(OC)c21,16,70*,17,-63,-1,2,18,-14
CCn1cnc2c1c(=O)n(Cc1cccc(Br)c1)c(=O)n2Cc1ccccc1,-6,-8,-36,-35,18,-2,23,15
COc1ccccc1N(CC(=O)NCc1ccccn1)S(C)(=O)=O,-4,2,-9,-3,-7,-10,-1,-7
N#Cc1cnn2ccc(-c3ccc4c(c3)CCC4)nc12,11,1,-1,-32,17,-14,-4,-8
O=C(NCc1csc2ccc(Cl)cc12)Nc1cccc2ccccc12,2,-4,15,-6,1,-6,-23,-1
Cc1ccc(-c2nc(CS(=O)(=O)CC(=O)N3CCCCCC3)c(C)o2)cc1,2,1,20,25,7,3,10,1
CC1CCN(C(=O)COC(=O)/C=C/c2ccc(Br)o2)CC1,-4,-1,-22,12,0,-6,-1,3
O=C(C[n+]1ccccc1)Nc1ccccc1Br,-1,5,13,29,9,8,-3,-6
O=C(c1cccc(F)c1)N1CCN(C(=O)C(c2ccccc2)c2ccccc2)CC1,-5,-3,1,2,7,4,1,10
O=C(Nc1ccc(Cl)cc1)Nc1cccnc1,0,-26,-47,-38,-2,-1,6,-12
O=C(c1ccsc1)N1CCCC(N2CCN(c3cccc(C(F)(F)F)c3)CC2)C1 (stereo unspecified),9,22,11,18,26,-3,-11,-1
COc1ccc(N(CC(=O)NCc2ccc(Cl)cc2)S(=O)(=O)c2c(C)n[nH]c2C)cc1,9,16,2,22,6,-16,-4,10
CC(C)(C)C(=O)Nc1nnc(SCc2cccc(F)c2)s1,-15,-47,-59,-67,-16,-6,14,-14
Nc1cc(=O)[nH]c(SCCSc2ccccc2F)n1,3,-19,8,14,4,1,-6,-8
Cc1ccc(N(C(=O)CS(=O)CC(=O)Nc2ccc(F)cc2)C(C)C(=O)NC(C)(C)C)cc1 (stereo unspecified),-3,25,-28,-2,6,-3,8,-13
Cn1c(Cn2c(=O)sc3ccccc32)nnc1SCc1cccnc1,0,22,-2,0,-3,4,-6,-5
CC1CN(C(=O)c2cc3ccccc3oc2=O)CC(C)O1 (stereo unspecified),-2,-8,-11,1,-4,7,-11,-4
Cc1cccc(C(=O)OCC(=O)NCCCc2ccccc2)c1,8,-5,9,-1,11,-6,5,-2
COc1ccc(C(=O)Nc2ccc(C(=O)Nc3cccc(C)c3)cc2)cc1,5,8,12,9,4,0,-10,8
COc1cccc(NC(=O)Cn2c3ccccc3c3nc4n(c(=O)c32)CCCS4)c1,3,6,0,13,11,-5,-5,83*
COc1cc2c(cc1OC)CN(S(=O)(=O)/C=C/c1ccccc1)CC2,-2,6,-13,-9,12,-8,18,-1
COc1ccc(NC(=O)CN(C)C(=O)Cc2n[nH]c(=O)c3ccccc23)cc1,5,-4,-14,23,-15,7,-4,-10
COc1ccc(-c2ncn(CCC#N)c2[N+](=O)[O-])cc1,6,8,-1,2,-9,-3,-7,-10
c1ccc2c(c1)oc1c(NCC3CCCO3)ncnc12 (stereo unspecified),2,-11,-33,-44,-5,-3,-17,10
CC(O)[C@@H](NC(=O)C1CCC(CNC(=O)[C@H](Cc2ccccc2)NC(=O)OC(C)(C)C)CC1)C(=O)O (stereo partly specified),7,1,12,4,15,0,-3,-3
CCOP(=O)(OCC)c1nc(-c2ccc(OC)cc2)oc1N1CCOCC1,20,-7,-2,14,8,2,-5,0
CC(N)c1ccc(Cl)cc1Cl (stereo unspecified),5,2,-2,-5,3,4,10,7
CSc1ncc(CN2CCN(C3CCCCC3)C(CCO)C2)cn1 (stereo unspecified),-6,-20,-1,22,5,-4,-7,6
O=C(NC1CCCCC1)c1ccccc1NC(=O)C1CC(=O)N(c2ccccc2)C1 (stereo unspecified),4,1,-1,-3,1,-5,-13,4
C=CCC[C@@H](Cc1ccc(F)cc1)C(=O)OCCNC(=O)[C@@H](CC=C)CC(=O)N[C@@H](CO)Cc1ccccc1,2,-13,-14,5,9,0,12,6

Record cards (already shown).
CCOP(=O)(OCC)c1nc(-c2ccc(OC)cc2)oc1N1CCOCC1 as listed: UBC13 inh = 20; Gli-Sufu block = -7; Jurkat NFkB inh = -2; 697 NFkB inh = 14; CCR6 antagonist = 8; SENP8 block = 2; Apaf-1 inh = -5; EBI2 block = 0
CSc1ncc(CN2CCN(C3CCCCC3)C(CCO)C2)cn1 (stereo unspecified) as listed: UBC13 inh = -6; Gli-Sufu block = -20; Jurkat NFkB inh = -1; 697 NFkB inh = 22; CCR6 antagonist = 5; SENP8 block = -4; Apaf-1 inh = -7; EBI2 block = 6

The list goes on.
SMILES,UBC13 inh,Gli-Sufu block,Jurkat NFkB inh,697 NFkB inh,CCR6 antagonist,SENP8 block,Apaf-1 inh,EBI2 block
COc1ccccc1CN1C(=O)CNC1=S,0,5,-4,5,8,6,4,-8
CC(C)CC(CCc1ccccc1)OS(N)(=O)=O (stereo unspecified),-6,5,-20,-19,3,-1,6,-11
CS(=O)(=O)Nc1ccc(C(=O)NCCSc2ccc(Cl)cc2)cc1,10,5,6,-37,-1,-3,4,17
Cc1ccc(NC(=S)N2CCC(N(C)CC3CCCO3)CC2)c(C)c1 (stereo unspecified),16,1,6,18,-3,-8,-11,-16
CCOC(=O)CSc1nnc(-c2ccc([N+](=O)[O-])cc2)o1,-12,-12,2,-21,-6,2,-9,-8
NC(=O)CC(NC(=O)c1ccc(Br)cc1)c1ccc(NC2CCCCC2)c([N+](=O)[O-])c1 (stereo unspecified),-50,32,36,-10,22,8,32,-14
O=C(CCN1C(=O)c2ccccc2C1=O)Nn1cnnc1,4,9,0,2,10,-6,-6,-4
CCc1nnc2n1N=C(c1ccc(Cl)cc1)CS2,-7,4,3,7,-2,-16,-3,2
CC(=O)c1c(C)[nH]c(C(=O)OC(C)C(=O)Nc2cc(S(=O)(=O)N3CCCCC3)ccc2Cl)c1C (stereo unspecified),-6,13,-2,-36,8,-10,14,-6
CN(CC(=O)Nc1cccc(F)c1)C(=O)c1cccc(S(=O)(=O)N2CC3(C)CC2CC(C)(C)C3)c1 (stereo unspecified),-4,6,2,-5,10,-5,33,17
COc1ccc2cc(CCNC(=O)c3cccc([N+](=O)[O-])c3)c(=O)[nH]c2c1,-2,5,6,9,9,2,-16,-6
COc1ccc(/C=C/C(=O)O/N=C(\N)c2cccnc2)cc1OC,-2,6,-14,-21,0,-10,-6,-8
Cc1ccc2c(Cl)cc(Cl)c(OCC(=O)N3CCCC3)c2n1,-16,6,1,25,-4,0,5,3
CCC(C)N(C(=O)COC(=O)CCc1c[nH]c2ccccc12)C1CCS(=O)(=O)C1 (stereo unspecified),4,-25,0,8,5,2,-1,0
Cc1nc([N+](=O)[O-])cn1-c1ccc(N)cc1,-18,-8,-11,-9,6,-5,-1,0
CC(=O)c1ccc(N2CCN(C(=O)c3cc4c(C)nc5ccccc5c4o3)CC2)cc1,0,42,11,-15,-2,-2,4,-2
Cc1ccccc1-c1nc(-c2ccccn2)no1,0,-36,-42,-134,-5,96*,2,-6
Cc1cc(C)cc(C(=O)N(NC(=O)Nc2ccc(Cl)cc2)C(C)(C)C)c1,4,60*,5,18,-7,0,6,-11
COc1cccc2c1Oc1ncccc1N(C(=O)CCC(=O)NCc1cccc(C)c1)C2,-7,4,11,-3,14,7,-17,-6
COc1ccc(C(=O)C2CCCN(C(=O)C3=CCCC3)C2)cc1OC (stereo unspecified),-8,1,-9,1,5,-7,0,-2
CN(C)S(=O)(=O)N1CCC(Oc2ccc(C(=O)NCCc3cscn3)cc2)CC1,1,-10,-1,-2,1,3,-2,-9
O=C(NCC1CCN(Cc2cccc(Cl)c2)CC1)Nc1ccc(Cl)cc1,16,5,19,3,6,-1,9,21
O=C(Nc1cccc(-c2cccc(Cl)c2)c1)C1CCN(Cc2ccccn2)CC1,21,1,0,-13,26,-9,38,-4
C[C@]1(CC/C(=C/CO)CO)[C@H](CO)CC[C@@]23COC(=O)C2=CCC[C@@H]31,1,8,-2,15,8,8,-7,2

Shown as a hit in SENP8 block, of those listed so far:
molecule	UBC13 inh	Jurkat NFkB inh	697 NFkB inh	CCR6 antagonist	SENP8 block	EBI2 block
Cc1ccccc1-c1nc(-c2ccccn2)no1	0	-42	-134	-5	96*	-6

Continued.
SMILES,UBC13 inh,Gli-Sufu block,Jurkat NFkB inh,697 NFkB inh,CCR6 antagonist,SENP8 block,Apaf-1 inh,EBI2 block
COc1ccc(OC)c(C(=O)c2coc3ccc(OC)cc23)c1,5,-14,16,4,21,3,14,5
CC(=O)N/C(=C/c1ccc(OS(=O)(=O)c2ccc(C)cc2)cc1)C(=O)NCCCO,1,-4,3,23,-4,9,-6,-9
COc1ccc(C(=O)/C=C/Nc2ccc(S(=O)(=O)Nc3onc(C)c3C)cc2)cc1,-36,-8,-3,-4,7,-11,9,10
Cc1ccc(S(=O)(=O)N2CCN(C(=O)c3cc(S(=O)(=O)N(C)C)ccc3N3CCCC3)CC2)c(C)c1,2,2,-5,-3,12,-1,9,7
N#CCCn1cc(/C=N/N=C2\NC(=O)C(CC(=O)O)S2)c(-c2ccc(F)cc2)n1 (stereo unspecified),-10,6,10,18,1,-8,0,-4
CC(=O)N(c1ccccc1C)C1CCCC1,1,2,6,-13,6,7,-2,-7
COc1ccc(CC(=O)Nc2cc(C)on2)cc1OC,-3,4,-2,9,-5,0,-1,-7
Cn1c(=O)[nH]c(=O)c2c1nc(Br)n2CC(O)COc1ccccc1 (stereo unspecified),-6,6,9,-8,1,1,-50,-5
O=C(NCCc1ccccn1)c1n[nH]c(=O)c2ccccc12,-5,1,-5,16,-3,-3,-8,6
CCN(CC)c1ccc(NC(=O)CN(C)Cc2cccs2)cc1,-4,5,1,1,14,4,16,10
COc1ccc(-n2c(=O)n(Cc3ccccc3)c(=O)c3[nH]cnc32)cc1,-6,4,-21,-7,39,-2,-11,14
O=C(Cn1ccc(NC(=O)OCc2ccccc2)nc1=O)NCC1CCCO1 (stereo unspecified),-16,17,-23,-26,-21,-5,-8,0
CC(C)Oc1ccc(C(=O)Nc2nnc(C3=COCCO3)o2)cc1,-6,-7,-2,-4,4,-4,4,2
CCCNC(=O)c1cccc(Cn2nc(C)c(Br)c2C)c1,14,5,6,15,-1,0,2,-12
O=C(CSCc1ccccc1)NCc1ccc2c(c1)OCO2,-1,-2,-14,3,-13,1,1,2
CN(C)C(CNC(=O)Nc1cccc(Cl)c1)c1cccnc1 (stereo unspecified),-8,0,-9,-14,1,-9,7,-3

Some of the compounds tested (hit frequency here may not be typical).
